Abeta rescue: qHTS for compounds that reverse cellular toxicity of Amyloid beta (A-beta) peptide in yeast: Primary Screen | 410,000 compounds, 0.063% hits | yeast expressing A-beta42, growth rescue, OD600, 48 h; response scale: 0% DMSO, 100% iron-clioquinol control | AID 1347071, 2019 | Potency, µM (top dose mostly 46.1 µM), for inactives: at the highest dose growth rescue, hits mostly activators; also: potency is read from the fitted curve at half-maximal effect; nearly all actives have a fitted effect of over 55% in size
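Yeast A-beta toxicity model in growth medium with pinned compounds, 48 h at 30 C; growth read as absorbance at 600 nm. Normalized to FeCl3/clioquinol equimolar mix (positive) and DMSO (negative).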
GLP-1R inv ag: qHTS of GLP-1 Receptor Inverse Agonists (Inhibition Mode). Potency, µM (titrated, usually from 38.3 µM), inactives show at the top dose activity change, negative = inhibition, hits mostly inhibitors. 410,000 compounds, 1.6% hits. HEK293 GLP-1R CRE-luciferase, luminescence, 24 h; GLP-1R form is constitutively active. Glucagon-like peptide 1 receptor (Homo sapiens), P43220; also: potency is read from the fitted curve at half-maximal effect; % is scaled to controls: 0 for no effect and ±100 for the full control effect; nearly all actives have a fitted effect of over 55% in size
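Assay principle: reduced luminescence from a cAMP-responsive reporter in HEK293 cells co-expressing a constitutively active GLP-1R. Conditions: 24 hr compound incubation, 37 deg C, 5% CO2.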
pAkt inh: HTS Assay for Inhibitors of Akt Phophorylation: Primary Screen | activity change, % for hits at 50 µM | Neuro2A IGF-stimulated pAkt S473 HTRF, 20 min; hits give low values | 360,000 compounds, 0.32% hits; in the data active = activity change below about -80%; inconclusive = mostly about -51% to -80%; also: % is scaled to controls: 0 for no effect and ±100 for the full control effect
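Single-point screen (50 µM final compound) in Neuro2A cells stimulated 20 min with 6 nM IGF at 37 deg C. After lysis, Ser473-phosphorylated Akt read by HTRF (ex 330 nm, em 615/665 nm) as the 665/615 ratio.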
TDP-43 yeast inh: qHTS of TDP-43 Inhibitors. 410,000 compounds, 1.8% hits. Potency, µM (top dose mostly 46.1 µM), inactives show at the top dose growth rescue (activation), hits mostly activators. AID 652104, 2013. TDP-43 expressing yeast growth rescue, BacTiter-Glo, 24 h; also: potency is read from the fitted curve at half-maximal effect; % of control where 0% means no effect; nearly all actives have a fitted effect of over 50% in size
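Yeast cells expressing TDP-43 under galactose induction are exposed to compounds for 24 hr at 30 deg C. BacTiter-Glo luminescence measures growth, so protective compounds score as activators.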
PTHR1 agonist: qHTS for PTHR1 Agonists: Primary Screen; Parathyroid hormone/parathyroid hormone-related peptide receptor (Homo sapiens), Q03431; HEK293 GP2 PTHR1 cells, GloSensor cAMP luminescence, 1 h; Potency, µM (titrated, usually from 115 µM), inactives show at the top dose activation, usual class: activators; 410,000 compounds, 0.075% hits; AID 743266, 2014; also: potency is read from the fitted curve at half-maximal effect; nearly all actives have a fitted effect of over 55% in size; some results filed as inactive show a strong effect at the top dose; inactives centre near -15; many of its hits are not listed in these tables
Target sequence (Q03431 whole entry, looked up): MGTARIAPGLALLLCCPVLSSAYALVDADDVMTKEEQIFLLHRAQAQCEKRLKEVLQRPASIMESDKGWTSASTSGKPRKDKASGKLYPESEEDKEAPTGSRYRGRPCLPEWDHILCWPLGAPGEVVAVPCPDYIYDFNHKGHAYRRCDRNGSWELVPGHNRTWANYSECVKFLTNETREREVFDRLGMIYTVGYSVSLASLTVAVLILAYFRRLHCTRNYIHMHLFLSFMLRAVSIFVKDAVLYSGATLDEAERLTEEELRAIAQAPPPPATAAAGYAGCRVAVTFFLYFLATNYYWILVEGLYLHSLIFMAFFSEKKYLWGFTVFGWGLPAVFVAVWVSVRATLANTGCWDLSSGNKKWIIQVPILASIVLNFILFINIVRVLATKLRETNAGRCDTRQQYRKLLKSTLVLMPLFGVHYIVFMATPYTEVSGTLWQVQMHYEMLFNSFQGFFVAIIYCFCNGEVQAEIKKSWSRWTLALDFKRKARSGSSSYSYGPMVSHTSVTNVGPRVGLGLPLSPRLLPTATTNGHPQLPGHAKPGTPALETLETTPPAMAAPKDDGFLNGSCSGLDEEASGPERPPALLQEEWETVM
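HEK-293-derived GP2 cells expressing PTHR1 and a GloSensor cAMP reporter, 3,000/well, plated overnight, given luciferin plus IBMX (each 0.5 mM as added) for 1 h at 37 °C, then compound for 1 h at 37 °C. Luminescence was read after 15 min at room temperature.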
aSyn yeast inh: qHTS of alpha-syn Inhibitors; Potency, µM (highest dose often 46.1 µM), without a hit: top-dose growth rescue (activation), actives largely listed as activators; 370,000 compounds, 0.14% hits; Yeast expressing alpha-synuclein, growth rescue, BacTiter-Glo, 24 h; AID 652106, 2013; also: potency is read from the fitted curve at half-maximal effect; % of control where 0% means no effect; nearly all actives have a fitted effect of over 65% in size
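Readout is rescue of growth in alpha-synuclein-expressing yeast, so inhibitors of toxicity appear as activators. Growth after 24 hr at 30 deg C in galactose medium is quantified by luminescence.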
FUS suppressor: qHTS for Suppressors of FUS Proteinopathy: Primary screen using FUS-linked yeast assay; S. cerevisiae FUS-expressing, growth rescue, OD600, 24 h; 390,000 compounds, 0.24% hits; AID 1347120, 2019; Potency, µM (highest dose often 76.6 µM), for the others: top-dose growth rescue (activation), actives largely listed as activators;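 also: potency is read from the fitted curve at half-maximal effect; plate controls were DMSO vehicle for no effect and reference control for full effect; nearly all actives have a fitted effect of over 55% in size; some results filed as inactive show a strong effect at the top dose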
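Steps: raffinose overnight preculture; dilution to OD 0.005 in 2% galactose minimal medium; compound addition (concentration series); 24hr at 30C, 99% humidity; absorbance read at 600 nm.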
GLP-1R agonist: qHTS of GLP-1 Receptor Agonists. Glucagon-like peptide 1 receptor (Homo sapiens), P43220. Potency, µM (doses to about 45.6 µM), for the others: at the top dose activation, usual class: activators. HEK293 GLP-1R CRE-luciferase, luminescence, 4-6 h; cells express a hypersensitive GLP-1R form. 380,000 compounds, 0.007% hits; also: potency is read from the fitted curve at half-maximal effect; % of control where 0% means no effect
DRD3 antagonist: qHTS of D3 Dopamine Receptor Antagonist: qHTS | D(3) dopamine receptor (Homo sapiens), P35462 | D3R cells, DiscoveRx beta-arrestin luminescence, antagonist mode; hits give low values | max response, negative = inhibition, % | 360,000 compounds, 2.5% hits | AID 652054, 2013; in the data active = max response below about -50%; inconclusive = no clear call, values can overlap the other calls; also: % is scaled to controls: 0 for no effect and ±100 for the full control effect; mostly tested at two doses, the higher about 12 µM
Target sequence (P35462 whole entry, looked up): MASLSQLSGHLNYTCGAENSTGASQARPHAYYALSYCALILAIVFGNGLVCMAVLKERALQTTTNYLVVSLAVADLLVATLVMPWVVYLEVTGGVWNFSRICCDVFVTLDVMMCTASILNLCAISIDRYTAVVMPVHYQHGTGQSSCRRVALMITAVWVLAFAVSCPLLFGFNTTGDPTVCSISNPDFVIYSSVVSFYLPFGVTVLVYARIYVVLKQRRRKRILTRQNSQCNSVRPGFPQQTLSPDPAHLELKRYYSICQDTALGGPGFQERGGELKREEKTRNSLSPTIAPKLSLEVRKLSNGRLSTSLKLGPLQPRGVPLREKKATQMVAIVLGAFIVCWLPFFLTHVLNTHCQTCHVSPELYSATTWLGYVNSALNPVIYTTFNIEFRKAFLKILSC
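Cells expressing the human receptor were seeded at 1500 cells/well, incubated overnight at 37 degrees C in 5% CO2, then exposed to library compounds with dopamine controls for 90 minutes at 37 degrees C before luminescent detection.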
An asterisk follows results filed as active; i = inactive; ? = inconclusive; nt = not tested or not shown; [ ] = remark or other dose. Unless noted, calls follow the shape of the dose curve; as a rule, active = well fitted curve in the direction sought with a large enough effect; inconclusive = small, poorly fitted or top-dose-only effect, or another doubt; inactive = no such curve, though single readings can be large; an effect the other way counts as inactive or inconclusive. Some of the compounds tested. The share of hits here may be higher or lower than overall.

Each structure is followed by: Abeta rescue | GLP-1R inv ag | pAkt inh | TDP-43 yeast inh | PTHR1 agonist | aSyn yeast inh | FUS suppressor | GLP-1R agonist | DRD3 antagonist
1. COc1ccc(-c2nc3ccccc3o2)cc1NC(=O)c1ccc(OCC(C)C)cc1
 : -8% | 2% | nt | 21% | -20% | nt | -17% | nt | nt
2. CC1CCCN(CCC(=O)Nc2ccc(Br)cc2)C1 (configuration not stated)
 : 4% | ? | i | -18% | i | -1% | -5% | 0% | -86*
3. CCOC(=O)Nc1nc(-c2ccc(Cl)cc2Cl)cs1
 : 0% | -21% | i | 11µM* | -25% | -37%[inhibitor] | nt | 1% | 17
4. COc1ccc(SCC(=O)Nc2ccc(N3CCN(C)CC3)c(F)c2)cc1
 : -8% | ? | i | -10% | i | -3% | 22% | 0% | -56*
5. CC1=C(C(=O)Nc2ccccc2C(F)(F)F)C(c2sccc2C)NC(=S)N1 (configuration not stated)
 : -7% | 5% | i | 6% | -60%[inhibitor] | -2% | 24% | 5% | 5
6. CC(=O)c1ccc(S(=O)(=O)N2CCC3(CC2)CC(=O)c2ccccc2O3)cc1
 : 8% | 3% | i | 3% | -13% | -2% | -1% | 2% | ?
7. C/C(Cl)=C\C[N+](C)(C)CC(=O)OCCc1ccccc1
 : 4% | -2% | i | -3% | i | -3% | 14% | 5% | -2
8. CC(=O)Nc1cccc(NC(=O)c2c(-c3c(Cl)cccc3Cl)noc2C)c1
 : 9% | -7% | i | 2% | -4%[57.5 µM] | 3% | 5% | -1% | 8
9. C=CCn1c(-c2ccc(OC)c(OC)c2)n[nH]c1=S
 : -4% | 34%[activator] | i | 5% | i | -2% | 18% | 3% | -4
10. O=C(Nc1ccccc1F)Nc1ccccc1OC(F)F
 : -8% | 4% | i | 19% | -21% | -6% | -18% | 4% | 10
11. O=C(NNC(=O)c1ccccc1O)c1ccc(Br)cc1
 : -3% | 2% | i | 10% | -6% | -1% | -25% | 9% | 15
12. O=C(C1CC1)N1CCc2cc(Br)cc(S(=O)(=O)N3CCN(c4ccccc4F)CC3)c21
 : -10% | -3% | nt | 6% | -19% | nt | -21% | 0% | nt
13. Cc1cc(C)c(NC(=O)c2cc3sc(Cl)cc3n2C)c(C)c1
 : -46%[inhibitor] | 7% | nt | 4% | -23% | nt | -18% | nt | nt
14. Cc1cc(C(=O)NC2CCCc3c2cnn3-c2cccc(C)c2C)no1 (configuration not stated)
 : 14% | ? | i | ? | -23% | -8% | 16% | -6% | 27
15. COc1ccc(CCC(=O)Nc2cc(Cl)ccc2N2CCN(C)CC2)cc1
 : -3%[9.22 µM] | ? | -107%* | -1% | i | -1% | -40% | 22% | 8
16. CCCCNC(=O)C[C@@H]1C[C@@]2(C(=O)OC)CCCCC=C2N(CCC2=CCCCC2)C1=O
 : 3% | ? | i | 0% | i | 12% | 38% | -4% | 22
17. C=C(C)CN(CC)C(=O)CCc1nnc(CCc2c[nH]c3ccccc23)o1
 : -4% | -14% | i | 2% | -1% | 1% | 3% | -2% | 6
18. O=C(C1CCCN(S(=O)(=O)c2cccc3cccnc23)C1)N1CCc2ccccc21 (configuration not stated)
 : -6% | -13% | i | 19% | i | -4% | 41% | 3% | -24
19. O=c1oc(-c2ccco2)nc2ccccc12
 : -31%[inhibitor] | 20% | i | 4% | i | -13% | 4% | -7% | -57*
20. CCOc1[nH]n(-c2ccc(Cl)cc2)c(=O)c1C=Nc1ccc(Cl)cc1
 : -1% | -7% | i | 13% | i | -12% | 12% | -8% | 6
21. NC(=O)Cn1c(=O)n(-c2ccc(F)c(Cl)c2)c(=O)c2sc3ccccc3c21
 : -10% | 11% | nt | -13% | -13% | nt | ? | -2% | nt
22. CC1(C)c2[nH]c3ccccc3c2C[C@@H]2C(=O)N(c3ccc(F)cc3F)C(=O)N21
 : 8% | nt | nt | nt | -16% | nt | -27% | -1% | nt
23. COC(=O)c1ccc(NC(=O)CN2CCN(c3ccccc3C)CC2)cc1
 : 20% | -17% | nt | -12% | -2%[57.5 µM] | -1% | 13% | -3% | -77*
24. CCC(C)(C)NC(=O)C(c1cccc(OC)c1OC)N(Cc1ccc(OC)cc1)C(=O)CCC(=O)Nc1cc(C)on1 (configuration not stated)
 : 6% | -25% | i | -5% | -15% | 6% | 42% | 13% | -6
25. COc1ccccc1C(=O)NC(=O)COC(=O)c1cnc(C)cn1
 : -8% | 1% | i | 0% | i | -3% | 1% | -9% | 3
26. Cc1cc2cc3c(cc2nc1SCC(=O)OC(C)C)OCO3
 : 16% | 10% | i | 9% | -36%[inhibitor] | 4% | 2% | 4% | 19
27. CNC(=O)c1cc(C(=O)c2ccc(Cl)cc2)c(Br)[nH]1
 : -3% | 20% | i | 25% | -3% | 10% | -22% | 8% | -2
28. COc1ccccc1N1CCN(C(=O)c2cccc(S(=O)(=O)N3CCCCCC3)c2)CC1
 : 10% | ? | i | ? | -34%[inhibitor] | 2% | ? | -4% | 6
29. Cc1ccc(OCC(=O)Nc2ccc3c(c2)C(=O)NC3=O)cc1
 : -4% | 22% | i | 4% | i | 1% | 25% | 5% | ?
30. COc1ccc(OC)c(C(=O)CSc2nc3ncccc3[nH]2)c1
 : -1% | 39%[activator] | i | -3% | i | 1% | 30% | 6% | -23

Arranged by the number under TDP-43 yeast inh (high to low): some entries from above
item	structure	TDP-43 yeast inh
11	O=C(NNC(=O)c1ccccc1O)c1ccc(Br)cc1	10%
6	CC(=O)c1ccc(S(=O)(=O)N2CCC3(CC2)CC(=O)c2ccccc2O3)cc1	3%
8	CC(=O)Nc1cccc(NC(=O)c2c(-c3c(Cl)cccc3Cl)noc2C)c1	2%

Next part:
Each structure is followed by: Abeta rescue | GLP-1R inv ag | pAkt inh | TDP-43 yeast inh | PTHR1 agonist | aSyn yeast inh | FUS suppressor | GLP-1R agonist | DRD3 antagonist
31. O=C(NC(=S)Nc1ccc2c(c1)OCCO2)c1ccccc1F
 : 23% | -25% | i | 22% | -31%[inhibitor] | 1% | -3% | -1% | 10
32. COc1ccccc1OC(=O)CCN1c2ccccc2Sc2ccccc21
 : 26% | ? | i | 25% | i | 0% | 2% | -4% | 9
33. Cc1ccc(C)c(-n2nnnc2SCC(=O)NNC(=O)c2ccco2)c1
 : -2% | 7% | i | 3% | -21% | -6% | -36% | -4% | 3
34. CC1Cc2ccccc2N1C(=O)CSc1nnc(-c2ccc(S(=O)(=O)N3CCOCC3)cc2)n1C (configuration not stated)
 : 11% | 4% | i | 13% | -93%[inhibitor] | 12% | nt | -11% | 26
35. O=C(CSc1nnc2n1CCCCC2)NCc1ccccc1
 : 0% | 5% | i | -2% | i | -3% | -9% | 0% | -9
36. O=C(CSc1ccccc1)Nc1ccc(C(=O)Nc2ccc(O)cc2)cc1
 : 1% | -11% | i | -8% | -10% | -1% | 30% | 8% | -2
37. CCOC(=O)c1c(C)[nH]c(C)c1S(=O)(=O)N(C)CC(=O)Nc1cccc(C)c1
 : nt | 12% | i | 7% | -8% | -4% | 13% | 18% | -5
38. C=C1CC[C@@H]2[C@](C)(CO)[C@H](O)CC[C@@]2(C)[C@@H]1C/C=C1/C(=O)OCC1O (some centres not stated)
 : 2% | -9% | i | 18% | -47%[inhibitor] | 0% | -26% | -2% | 8
39. COc1ccc(C(=O)OCC(=O)NC(=O)NC2CCCC2)c(O)c1
 : 10% | -2%[0.307 µM] | i | 7% | i | 0% | 2% | 7% | 5
40. CCOc1ccc(NC(=O)c2cccc3ccccc23)cc1
 : -25% | -24% | i | 5% | i | -16% | -10% | 1% | -6
41. O=C(NCc1ccc2c(c1)OCO2)c1c(-c2ccsc2)sc2ccccc12
 : 3% | ? | i | 12% | -17% | -12% | -14% | 12% | 70
42. Cc1ccccc1CNC(=O)Cn1ccc2cc(S(=O)(=O)N3CCCCC3)ccc21
 : -11% | ? | nt | -2% | -14% | nt | 18% | nt | nt
43. CCCCNC(=O)CSc1nc(O)c(Cc2ccc(OC)cc2)c(=O)[nH]1
 : -15% | 0% | i | -33% | -48% | -6% | 10% | 3% | 2
44. O=C(COC(=O)c1ccc(F)cc1)NCC1COc2ccccc2O1 (configuration not stated)
 : 7% | 6% | i | ? | 0% | -1% | 14% | 14% | -19
45. CCOC(=O)C1(C)CCN1C(=O)CSc1ccccc1 (configuration not stated)
 : 21% | 27% | i | ? | -15% | 0% | -13% | 1% | 17
46. O=C(Nc1ccc(S(=O)(=O)N2CCCC2)cc1)C1CCCCC1
 : 7% | ? | i | -9% | -6% | 9% | 24% | 14% | 4
47. CCc1nn2c(=O)cc(COC(=O)COc3ccc(OC)cc3)nc2s1
 : -9% | 16% | nt | 1% | i | nt | -11% | nt | nt
48. CCOC(=O)Cn1c(=O)c(-c2cc(Br)ccc2N)nc2ccccc21
 : -2% | 11% | i | -9% | i | 4% | -16% | 5% | 8
49. CSc1cccc(NC(=O)Nc2ccccc2C(N)=O)c1
 : 1% | 18% | i | 13% | -24% | -1% | -23% | -6% | ?
50. Cc1[nH]c(C)c(S(=O)(=O)NCc2ccc(F)cc2)c1C(=O)N1CCCC1
 : 2% | 14% | i | -9% | ? | -7% | -6% | 9% | -12
51. O=C(NCCC1=CCCCC1)C(=O)NCC(c1ccco1)N1CCN(c2ccccc2F)CC1 (configuration not stated)
 : -17% | ? | i | -28% | i | 13% | nt | 1% | 0
52. CCCc1[nH]nc2c1C(c1ccoc1)C(C#N)=C(N)O2 (configuration not stated)
 : ? | 5% | i | 2% | -17% | 1% | 4% | -2% | 5
